# Assay outcomes deposited in PubChem by Broad Institute.
# Cneo AK release = Cryptococcus neoformans cell lysis inducers, primary screen, AK release luminescence, single concentration; C. neoformans lysis, adenylate kinase release luminescence, 4 h; normalised: neutral wells 0, clomiphene wells 100; lysis activity, % at 15 µM; hit rate 0.2% among 360,000; AID 651654, 2012;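 active = mean lysis activity across replicates of at least 80%, whatever share of replicates individually reach that level; inactive = mean lysis activity below 80%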
#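 Assay system: log-phase C. neoformans yeast / Quantity: yeast cell density of 5 × 10^6 cells/mL / Medium: fresh YPD growth medium / Compound: single dose / Timing: static 4 h at 37 °C with compound, 1 h detection / Measured by: adenylate kinase release luminescence / Read-out: lysis from increased AK signal / Benchmarks: Clomiphene as positive lysis control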
# LGR2 antag = inhibitors of bursicon-induced LGR2 CRE-luciferase signal, primary screen, cell-based, HEK293, CRE-luciferase reporter, bursicon stimulation. bursicon-stimulated, 4 h. inhibition, % at 9.99 µM. hit rate 0.35% among 380,000. AID 720647, 2013;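 active = drop in luminescence signal, shown as inhibition above about 50% in the replicate tests, limit read from the data, passing the limit was not always enough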;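 also: agonist challenge used bursicon conditioned medium at about half maximal strength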
# PGC1a acetyl inh = inhibitors of PGC1a acetylation signal, primary screen, cell-based, U2OS, AlphaScreen, inhibitor mode; AlphaScreen anti-acetyl-lysine; with virally co-expressed GCN5 acetyltransferase; hit rate 0.17% among 350,000; inhibition, % at 15.6 µM;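 active = every replicate shows inhibition of at least 40%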;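 also: 0% = neutral control wells and 100% = positive control wells; some results beyond the cut were filed as inactive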
# C2C12 statin = suppressors of statin myotoxicity in C2C12 myotubes, primary screen, cell-based, single point, plate reader | C2C12 myotubes + simvastatin, ATP luminescence, 48 h; scaled: DMSO 0, geranylgeraniol control 100 | AID 602340, 2012 | hit rate 0.78% among 330,000 | rescue of ATP level, % at 7.49 µM;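 active = mean ATP rescue above about 67%, or every replicate alone reaching that limit, limit read from the data, passing the limit was not always enough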;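 also: myotubes were challenged with 10 µM simvastatin during compound exposure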
# ERAP1 inh = human ERAP1 aminopeptidase inhibitors, primary screen, biochemical, single point, plate reader | recombinant ERAP1, Leu-AMC fluorescence, 60 min | inhibition, % at 10.7 µM | hit rate 0.15% among 340,000 | Endoplasmic reticulum aminopeptidase 1 (Homo sapiens), Q9NZ08 | AID 652197, 2013;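 active = mean replicate inhibition of at least 30%, or all replicates individually reaching that 30% level; inactive = mean below 30% and not every replicate reaching it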;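 also: 0% = neutral control wells and 100% = L-leucinethiol positive control wells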
# SIRT5 inh = SIRT5 desuccinylase inhibitors, primary screen, biochemical, fluorescence imaging, single point, set 5; Purified SirT5, succinyl-peptide AMC, trypsin-coupled fluorescence; hit rate 1.1% among 330,000; AID 652115, 2013; NAD-dependent protein deacylase sirtuin-5, mitochondrial (Homo sapiens), Q9NXA8; inhibition, % at 15 µM; in the data active = inhibition above about 15%
# Target sequence (Q9NXA8 whole entry, looked up): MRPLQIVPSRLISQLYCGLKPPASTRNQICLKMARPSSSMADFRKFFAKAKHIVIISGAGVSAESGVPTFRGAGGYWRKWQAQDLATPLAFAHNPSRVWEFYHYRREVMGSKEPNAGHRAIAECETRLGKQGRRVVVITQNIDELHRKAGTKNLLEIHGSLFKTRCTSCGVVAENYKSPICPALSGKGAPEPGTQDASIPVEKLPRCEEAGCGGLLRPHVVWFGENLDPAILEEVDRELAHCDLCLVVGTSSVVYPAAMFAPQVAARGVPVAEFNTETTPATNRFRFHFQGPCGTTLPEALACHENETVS
# S100A4 MyoIIA = inhibitors of S100A4-myosin IIA peptide binding, primary screen, biochemical, fluorescence polarization, TAMRA-MyoIIA peptide | Protein S100-A4 (Homo sapiens), P26447 | inhibition, % at 10.7 µM | hit rate 0.14% among 360,000;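 active = mean inhibition of at least 70% across replicates, with every replicate also reaching that level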
# Target sequence (P26447 whole entry, looked up): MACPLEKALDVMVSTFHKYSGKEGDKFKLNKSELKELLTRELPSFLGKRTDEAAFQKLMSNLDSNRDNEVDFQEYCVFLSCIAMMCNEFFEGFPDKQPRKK
#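 Test system: S100A4 monomer protein. Medium: HEPES buffer with Ca2+, pH 7.2. Reagent: fluorescent myosin IIA peptide, 5 nM. Compound dosing: single-point compound testing. Timing: 5 min between mix addition and reading. Benchmarks: DMSO neutral and TFP positive wells.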
# Xi reactivation = activators of inactive X chromosome reactivation, primary screen, imaging, XiGFP fibroblasts, GFP high-content imaging, set 2 | XiGFP mouse fibroblasts, % GFP-positive cells imaging, 3 d; cells co-treated with 5-aza-dC sensitizer; scaled so ellipticine positive control = 100% | activation, % at 7.58 µM | hit rate 0.055% among 360,000 | AID 743238, 2013;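 active = mean normalized replicate activation at least 10% and every replicate at or above 10%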;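 also: 0% = median of on-plate neutral control wells and 100% = ellipticine 6 µM median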
#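 Material: SV40-immortalized XiGFP fibroblast cells, line 68-5-11 | Buffer or medium: DMEM containing 5-aza-dC | Dosing: One concentration, pinned | Times: 3 d treatment, 15 min room-temperature fixation | Controls: Ellipticine 6 µM positive control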
# An asterisk follows results filed as active; . = not tested or not shown. Some of the compounds tested; the hit share may differ from the screen's.
1	CCN(CC)c1ccc(C(=O)OCC(=O)NC(C)(C)C)cc1
2	CCCc1nc2c(c(=O)c3ccccc3n2C)c(=O)n1-c1cc(C)cc(C)c1
3	Cc1ccc(-n2c(=O)c3ccccc3n(CC(=O)C(C)(C)C)c2=O)cc1
4	CC(=O)N1[C@@H]2c3ccc(C4=CCCC4)c(=O)n3C[C@H]1[C@H](CO)[C@H]2C(=O)NCc1ccccc1
5	O=C(COC(=O)C1CC2CCCC(C1)C2=O)NC(=O)c1ccc(OC(F)F)cc1 (configuration not stated)
6	O=C(CSc1nc(Nc2ccccc2)nc(N2CCOCC2)n1)Nc1ccccc1Cl
7	COc1ccc(COC(=O)c2cccc(S(=O)(=O)N3CCCC3)c2)cc1F
8	CCN(/N=C/c1ccc(N(C)C)cc1)c1nc2ccccc2[nH]1
compound no.,1,2,3,4,5,6,7,8
Cneo AK release,24,.,1,2,-16,7,1,.
LGR2 antag,-14,-25,-5,9,1,-11,4,-16
PGC1a acetyl inh,2,.,6,-7,.,3,-6,.
C2C12 statin,.,.,7,-13,-8,9,.,.
ERAP1 inh,-3,2,-2,1,1,.,-1,1
SIRT5 inh,2,-2,-5,-15,-13,.,-1,-2
S100A4 MyoIIA,2,2,-3,-2,0,.,3,0
Xi reactivation,-0.1,0.3,-0.1,0.3,0.4,.,0.3,0.1

# Reprinted at random: 6 compounds from above.
5	O=C(COC(=O)C1CC2CCCC(C1)C2=O)NC(=O)c1ccc(OC(F)F)cc1 (configuration not stated)
2	CCCc1nc2c(c(=O)c3ccccc3n2C)c(=O)n1-c1cc(C)cc(C)c1
3	Cc1ccc(-n2c(=O)c3ccccc3n(CC(=O)C(C)(C)C)c2=O)cc1
1	CCN(CC)c1ccc(C(=O)OCC(=O)NC(C)(C)C)cc1
6	O=C(CSc1nc(Nc2ccccc2)nc(N2CCOCC2)n1)Nc1ccccc1Cl
4	CC(=O)N1[C@@H]2c3ccc(C4=CCCC4)c(=O)n3C[C@H]1[C@H](CO)[C@H]2C(=O)NCc1ccccc1
compound no.,5,2,3,1,6,4
Cneo AK release,-16,.,1,24,7,2
LGR2 antag,1,-25,-5,-14,-11,9
PGC1a acetyl inh,.,.,6,2,3,-7
C2C12 statin,-8,.,7,.,9,-13
ERAP1 inh,1,2,-2,-3,.,1
SIRT5 inh,-13,-2,-5,2,.,-15
S100A4 MyoIIA,0,2,-3,2,.,-2
Xi reactivation,0.4,0.3,-0.1,-0.1,.,0.3

# Further records:
9	O=C(Nc1nc(-c2ccc(F)c(F)c2)cs1)C1=COCCO1
10	O=C(C[C@@H]1C/C=C\CCC(=O)OC[C@H](Cc2ccccc2)NC1=O)N[C@@H](CO)Cc1ccccc1
11	CC(=O)Oc1ccc(NC(=O)Cc2ccccc2)cc1
12	Cc1ccc[n+](-c2[nH]c(=O)sc2/C=N/NC(=O)c2ccccc2[O-])c1
13	Nc1ncnc(N2CCOCC2)n1
14	CCOC(=O)c1sc(NC(=O)COC(=O)C(CCSC)NC(C)=O)nc1C (configuration not stated)
15	O=C(COC(=O)c1cnccn1)c1ccc(C2CCCCC2)cc1
16	Cc1nnc(SCC(=O)Nc2cc(S(=O)(=O)N3CCOCC3)ccc2C)s1
compound no.,9,10,11,12,13,14,15,16
Cneo AK release,-1,0,2,.,.,-1,-1,.
LGR2 antag,-55,-10,-6,4,8,-1,-5,9
PGC1a acetyl inh,-8,.,8,.,.,4,.,-11
C2C12 statin,-4,-6,-2,.,.,-5,7,-2
ERAP1 inh,-2,2,.,5,0,2,0,-6
SIRT5 inh,0,.,.,4,-7,-2,-2,2
S100A4 MyoIIA,-8,0,.,-7,-3,0,1,-3
Xi reactivation,0.5,0.1,.,0.0,0.1,0.0,-0.1,0.2

17	C=CCNC(=O)c1cc2nc(C3CC3)cc(C(F)F)n2n1
18	O=C(CCCc1ccccc1)Nc1nccs1
19	C[C@@H]1CN([C@@H](C)CO)C(=O)c2cc(NC(=O)Nc3ccccc3)ccc2O[C@H]1CN(C)C(=O)Nc1ccccc1
20	C/C=C/c1ccc2c(c1)O[C@H](CN(C)C(=O)NC(C)C)[C@@H](C)CN([C@H](C)CO)S2(=O)=O
21	CCc1ccccc1OCC(=O)Nc1ccc(C)c(S(=O)(=O)N2CCCCCC2)c1
22	Cc1[nH]c2ccccc2c1/C=N/NC(=O)CNC(=O)c1ccco1
23	C[C@@H]1CN([C@H](C)CO)C(=O)c2cc(NC(=O)CCN3CCOCC3)ccc2O[C@H]1CN(C)C(=O)NC1CCCCC1
24	CO[C@H]1CC[C@@H]2CCOc3c(C#N)cccc3C(=O)N(C)C[C@H](OC)[C@@H](C)C(=O)N(C)C[C@H]1O2
compound no.,17,18,19,20,21,22,23,24
Cneo AK release,-1,.,-4,-2,1,1,-3,50
LGR2 antag,-11,6,7,-6,-11,.,-16,13
PGC1a acetyl inh,13,.,.,.,-4,4,-3,.
C2C12 statin,-18,.,-11,-8,-1,-1,9,-12
ERAP1 inh,2,.,1,-3,-2,3,0,-4
SIRT5 inh,3,-5,-6,-6,-3,1,-4,-1
S100A4 MyoIIA,0,-1,-55,-6,-1,5,0,3
Xi reactivation,.,0.0,-0.9,-0.6,0.0,0.0,-0.1,0.1

25	CCCOc1ccc(C(=O)NC(=S)N2CCN(c3cc4c(cc3F)c(=O)c(C(=O)O)cn4CC)CC2)cc1
26	COc1ccc(C(=O)OCC[N+]2(C)CCOCC2)cc1
27	Cc1ccnc(NS(=O)(=O)c2ccc(NC(=O)Cc3ccc(F)cc3)cc2)n1
28	CC(C)NC(=O)N(C)C[C@@H]1Oc2ccc(NC(=O)Nc3ccc4c(c3)OCO4)cc2C(=O)N([C@H](C)CO)C[C@H]1C
29	Cc1ccc(N(C(=O)c2ccc(S(=O)(=O)N3CCOCC3)cc2)C2C=CS(=O)(=O)C2)cc1C (configuration not stated)
30	C[C@@H]1CN([C@H](C)CO)C(=O)c2cc(-c3cccc(C#N)c3)cnc2O[C@H]1CN(C)Cc1ccncc1
31	O=C(OCC(=O)N1CCc2ccccc2C1)c1cccs1
32	Cc1ccc(-n2c(C)nnc2SCC(=O)N(C)c2c(N)n(Cc3ccccc3)c(=O)[nH]c2=O)cc1
compound no.,25,26,27,28,29,30,31,32
Cneo AK release,-2,-1,1,-2,.,-1,.,-1
LGR2 antag,7,12,0,-11,5,2,-3,3
PGC1a acetyl inh,8,1,2,2,.,5,4,8
C2C12 statin,-8,-1,23,-10,.,-1,.,-6
ERAP1 inh,-1,15,-1,1,3,-1,2,-8
SIRT5 inh,5,-5,-3,-6,-5,-2,-3,-1
S100A4 MyoIIA,-1,-18,4,2,-1,2,0,-6
Xi reactivation,0.0,0.1,0.1,0.0,-0.3,-1.2,0.1,0.4

33	Cc1cc(N2CCN(CC(C)(C)O)C[C@@H]2C)ccc1N1CCN(CC(C)(C)O)[C@H](C)C1
34	C[C@H]1CN([C@@H](C)CO)C(=O)c2cc(N(C)C)ccc2O[C@H]1CN(C)Cc1ccc(C(F)(F)F)cc1
35	COc1ccc(C)cc1S(=O)(=O)N(C)CC(=O)N1CCC(C(N)=O)CC1
36	COc1ccccc1-c1c(-c2ccc(OCC(=O)NN)cc2O)n[nH]c1C(F)(F)F
37	CC(=O)Nc1ccc(S(=O)(=O)N2CCc3cc4c(cc3C2)OCCCO4)cc1
38	CC(C)NC(=O)N(C)C[C@H]1OCCCC[C@@H](C)Oc2ccc(NC(=O)CCC(F)(F)F)cc2C(=O)N([C@@H](C)CO)C[C@H]1C
39	Cn1cnc(CCNC(=O)C[C@@H]2CC[C@@H]3[C@H](COC[C@@H](O)CN3C(=O)Nc3ccccc3)O2)c1
40	C=CCn1c(SCCOc2ccc(OC)cc2)nnc1C(CO)NC(=O)c1ccc(OC)cc1 (configuration not stated)
compound no.,33,34,35,36,37,38,39,40
Cneo AK release,.,7,1,0,-1,-1,2,2
LGR2 antag,-11,3,-17,5,.,-12,-9,0
PGC1a acetyl inh,.,3,-1,11,8,4,10,-21
C2C12 statin,.,-81,2,3,6,.,-4,20
ERAP1 inh,5,2,-3,5,-3,3,-1,1
SIRT5 inh,-1,-3,0,0,-2,0,16*,-1
S100A4 MyoIIA,17,7,1,-1,-3,-2,-15,-5
Xi reactivation,1.8,0.0,0.0,0.4,0.0,0.0,0.0,.

# Arranged by value in S100A4 MyoIIA (descending): three from the list above
nr	SMILES	LGR2 antag	PGC1a acetyl inh	ERAP1 inh	SIRT5 inh	S100A4 MyoIIA
34	C[C@H]1CN([C@@H](C)CO)C(=O)c2cc(N(C)C)ccc2O[C@H]1CN(C)Cc1ccc(C(F)(F)F)cc1	3	3	2	-3	7
35	COc1ccc(C)cc1S(=O)(=O)N(C)CC(=O)N1CCC(C(N)=O)CC1	-17	-1	-3	0	1
36	COc1ccccc1-c1c(-c2ccc(OCC(=O)NN)cc2O)n[nH]c1C(F)(F)F	5	11	5	0	-1

# Additional entries follow.
41	N#Cc1ccc(-c2ccc3c(c2)[C@@H]2[C@@H](CCN2C(=O)Cc2ccccc2)[C@H](CO)N3)cc1
42	CCn1c(=S)sc2c(=O)n(CC(=O)Nc3ccccc3C(F)(F)F)c(C)nc21
43	Cc1ccc(S(=O)(=O)N(C)C[C@@H]2Oc3c(NC(=O)NC(C)C)cccc3C(=O)N([C@H](C)CO)C[C@H]2C)cc1
44	O=C(O)/C=C\C(=O)Nc1cccc(C(=O)Nc2cccc(O)c2)c1
45	Cc1cn([C@H]2C[C@H](O)[C@@H](CNC(=O)[C@H]3CCC(=O)N3)O2)c(=O)[nH]c1=O
46	O=C(CN1CCN(S(=O)(=O)c2ccc(F)cc2)CC1)NCc1cccs1
47	Cc1cc(/C(N)=N/OC(=O)Nc2ccccc2)no1
compound no.,41,42,43,44,45,46,47
Cneo AK release,1,0,-2,.,2,1,0
LGR2 antag,-19,1,-17,-2,-3,-28,-18
PGC1a acetyl inh,-24,.,-4,1,.,.,18
C2C12 statin,-1,26,-7,.,4,1,.
ERAP1 inh,-7,0,2,-1,-2,0,0
SIRT5 inh,-2,-4,-4,2,-3,5,1
S100A4 MyoIIA,2,-2,-5,1,0,1,2
Xi reactivation,0.0,0.0,-0.6,0.0,0.0,-0.3,0.2
